S100A4 inh HTS = blocks human S100A4 binding to myosin IIA peptide. inhibition, % at 10.7 µM. S100A4/TAMRA-MyoIIA peptide fluorescence polarization. AID 652163. 0.14% of 360,000 active;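 active = mean inhibition of at least 70% across replicates, with every replicate also reaching that level; inconclusive = mean inhibition reaches 70% but some replicates fall short; inactive = mean inhibition below 70%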
Target sequence (P26447 whole entry, looked up): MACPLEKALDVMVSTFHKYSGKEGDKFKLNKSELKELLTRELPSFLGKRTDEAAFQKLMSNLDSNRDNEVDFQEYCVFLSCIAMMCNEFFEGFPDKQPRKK
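Compound dosing: one dose per compound; test system: human S100A4 monomer with TAMRA-labelled myosin IIA peptide; probe or stimulus: TAMRA-labelled myosin IIA heavy-chain peptide probe, 5 nM; medium: HEPES buffer with Ca2+, pH 7.2; schedule: 5 min incubation before reading; benchmarks: neutral control DMSO, positive control TFP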
esBAF inh = SWI/SNF esBAF complex inhibition; mouse ES cells, Bmi1-luciferase knock-in reporter, 24 h; 100% = twice the neutral-well signal; reporter increase, % at 12.5 µM; 2% of 350,000 active; in the data active = activation above about 40%; inconclusive = no clear call, values can overlap the other calls;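 note: 0% = median of the plate's neutral control wells and 100% = double that signal; a rise in the Bmi1 reporter signal indicates esBAF inhibition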
LGR2 antag = Drosophila LGR2 receptor signaling inhibition | HEK293 LGR2, CRE-luciferase, bursicon-stimulated, 4 h | inhibition, % at 9.99 µM | 0.35% of 380,000 active | AID 720647;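 active = drop in luminescence signal, shown as inhibition above about 50% in the replicate tests, limit read from the data, passing the limit was not always enough; inconclusive = probably only some replicates passing the limit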;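 note: agonist challenge used bursicon conditioned medium at about half maximal strength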
SIRT5 block = sirtuin-5 (human) deacylase inhibition | Q9NXA8 | Purified SirT5, succinyl-peptide AMC, trypsin-coupled fluorescence | inhibition, % at 15 µM | 1.1% of 330,000 active | AID 652115; in the data active = inhibition above about 15%; inconclusive = no clear call, values can overlap the other calls
Target sequence (Q9NXA8 whole entry, looked up): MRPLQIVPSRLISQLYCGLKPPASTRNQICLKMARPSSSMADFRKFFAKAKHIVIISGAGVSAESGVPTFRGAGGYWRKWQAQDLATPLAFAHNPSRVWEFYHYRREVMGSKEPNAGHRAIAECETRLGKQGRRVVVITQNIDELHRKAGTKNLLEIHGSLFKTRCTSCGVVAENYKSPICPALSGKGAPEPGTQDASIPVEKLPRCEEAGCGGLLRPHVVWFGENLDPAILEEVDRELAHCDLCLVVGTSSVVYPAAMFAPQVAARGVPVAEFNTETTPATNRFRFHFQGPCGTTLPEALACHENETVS
FN deposition inh = fibronectin deposition inhibition; AH1F fibroblasts, Alexa488-fibronectin deposition fluorescence, overnight; inhibition, % at 12.6 µM; 0.086% of 350,000 active; AID 743247;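 active = mean inhibition across replicates of 30% or more, regardless of how many single replicates reach that level; inconclusive = mean under 30% yet at least half of replicates reach 30%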;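 note: positive control wells lacked labelled fibronectin entirely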
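Material – AH1F fibroblast monolayer, labelled fibronectin deposition · Reagent – labelled fibronectin 24 nM · Timing – 1 h adhesion, overnight exposure · Measured by – fluorescence at 485 nm excitation, 525 nm emission · Read-out – inhibition of fibronectin deposition signal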
C2C12 statin = protects C2C12 myotubes from simvastatin toxicity | 0.78% of 330,000 active | AID 602340 | rescue of ATP level, % at 7.49 µM | ATP luminescence, 48 h; scaled: DMSO 0, geranylgeraniol control 100;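 active = mean ATP rescue above about 67%, or every replicate alone reaching that limit, limit read from the data, passing the limit was not always enough; inconclusive = no clear call, values can overlap the other calls; inactive = mean under the limit and some replicate under it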;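 note: myotubes were challenged with 10 µM simvastatin during compound exposure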
Casp6 inh = caspase-6 (human) enzyme inhibition | inhibition, % at 12.5 µM | AID 686996 | 0.53% of 350,000 active | purified caspase-6, Z-VEID-R110 cleavage fluorescence | P55212;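 active = mean inhibition across replicates at least about 35%, with every replicate also reaching that limit, limit read from the data; inconclusive = only one of the two criteria met; inactive = neither criterion met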;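 note: 0% = median of neutral control wells and 100% = no fluorescence left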
Target sequence (P55212 24-179 limits assumed): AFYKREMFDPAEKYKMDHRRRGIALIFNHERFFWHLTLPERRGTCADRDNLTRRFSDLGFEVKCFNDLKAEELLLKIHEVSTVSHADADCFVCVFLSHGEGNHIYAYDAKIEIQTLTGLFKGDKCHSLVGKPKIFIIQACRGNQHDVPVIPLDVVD
Target sequence (P55212 194-293 limits assumed): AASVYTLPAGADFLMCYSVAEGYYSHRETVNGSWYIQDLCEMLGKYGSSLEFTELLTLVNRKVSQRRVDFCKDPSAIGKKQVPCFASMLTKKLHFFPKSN
Active calls of the source: *; ? = inconclusive; / = not tested or not shown; & = joins results of further samples. These rows are one share of the data; count on the stated rates, not on these rows.

Letter code: A = S100A4 inh HTS; B = esBAF inh; C = LGR2 antag; D = SIRT5 block; E = FN deposition inh; F = C2C12 statin; G = Casp6 inh
compound: CC(C)C(c1nnnn1Cc1ccc(F)cc1)N1CCN(c2ccc(O)cc2)CC1 (configuration not stated)
  A = -1	B = /	C = -21	D = -2	E = -26	F = /	G = 5

compound: C[C@]12CCC(=O)C=C1[C@H](O)C[C@@H]1[C@@H]2[C@@H](O)C[C@@]2(C)[C@H]1CC[C@]2(O)C(=O)CO
  A = 14	B = 5	C = -15	D = -2	E = 0	F = -13	G = -3

compound: COc1ccc(Cl)cc1NCC(=O)Nc1ccc(OC)c(S(=O)(=O)N2CCCCC2)c1
  A = 2	B = 6	C = -1	D = -3	E = 2	F = 21	G = -1

compound: COc1cc(C(=O)NCCOc2cccc3cccnc23)cc(OC)c1OC
  A = -5	B = /	C = 10	D = -7	E = 5	F = /	G = -9

compound: C=CCN1C(=O)C(CC(=O)Nc2ccccc2)SC1=Nc1c(C)n(C)n(-c2ccccc2)c1=O (configuration not stated)
  A = /	B = 5	C = /	D = /	E = -14	F = -6	G = /

compound: COc1ccc(-c2[nH]c(-c3ccc(C)cc3)nc2SCC(=O)Nc2nccs2)cc1
  A = 0	B = /	C = 2	D = -4	E = 4	F = /	G = 0

compound: Cc1ccc(S(=O)(=O)N2CCN(C(=O)COC(=O)c3c(C)cc(C)cc3C)CC2)c(C)c1
  A = -5	B = 0	C = 28	D = -4	E = 1	F = 22	G = 0

compound: CC(C)C(O)C1CCN(Cc2nc(-c3cccs3)no2)CC1 (configuration not stated)
  A = 2	B = 58*	C = -40	D = -2	E = /	F = 2	G = 4

compound: COc1ccc(S(=O)(=O)Nc2ccc3c(c2)CC(=O)N([C@H](C)CO)C[C@H](C)[C@@H](CN(C)S(=O)(=O)c2ccc(C)cc2)O3)cc1
  A = 7	B = 6	C = -6	D = 10	E = /	F = ?	G = /

compound: COCCN1CCCc2nc(-c3ccc(F)cc3)ccc21
  A = -11	B = /	C = -36	D = /	E = -4	F = /	G = 3

compound: COc1cc(CSc2nnnn2-c2ccc(C)cc2)cc(OC)c1OC
  A = /	B = -9	C = /	D = /	E = 13	F = -21	G = /

compound: CC(NC(=O)C(c1ccccc1)c1ccccc1)c1ccccc1 (configuration not stated)
  A = -2	B = /	C = -10	D = 1	E = 5	F = /	G = 2

compound: COc1cc(S(=O)(=O)N2CCOCC2)ccc1NC(=O)COc1ccc(N(C)S(=O)(=O)c2ccc(C)cc2)cc1
  A = -7	B = /	C = -14	D = /	E = /	F = /	G = 0

compound: COc1ccccc1CNC(=O)C1CC(c2ccc([N+](=O)[O-])cc2)=NO1 (configuration not stated)
  A = 6	B = 28	C = -12	D = /	E = -2	F = 13	G = 1

compound: CN(C)S(=O)(=O)c1ccc(Cl)c(NC(=O)CN2CCC(Cc3ccccc3)CC2)c1
  A = -4	B = /	C = 15	D = -1	E = /	F = /	G = 1

compound: COc1ccc(NC(=O)N(C)C[C@H]2Oc3ccc(NC(=O)NC(C)C)cc3C(=O)N([C@H](C)CO)C[C@@H]2C)cc1
  A = -1&2	B = 4&3	C = 11	D = -1&1	E = -2	F = 2&-8	G = 1&0

compound: CC(=O)Nc1ccc2c(c1)nc1n2CCN(C(C)c2ccccc2)C1 (configuration not stated)
  A = -4	B = 0	C = -5	D = -6	E = /	F = 11	G = 1

compound: N=c1c(C(=O)NC2CCCCC2)cc2c(=O)n3ccccc3nc2n1Cc1ccc(F)cc1
  A = 6	B = -2	C = -3	D = 23*	E = 3	F = -16	G = 0

compound: C[C@@H]1CCCCO[C@H](CN(C)Cc2ccc(C(=O)O)cc2)[C@@H](C)CN([C@@H](C)CO)C(=O)c2cc(NS(=O)(=O)c3cccs3)ccc2O1
  A = -2	B = 7	C = -5	D = -3	E = /	F = /	G = 0

compound: O=S1(=O)CC(N2CCCC2)CN1CCc1ccccc1 (configuration not stated)
  A = 9	B = 4	C = 4	D = 1	E = -8	F = -2	G = 0

compound: OC(CN1C2=NCCN2c2ccccc21)c1ccccc1 (configuration not stated)
  A = 4	B = 7	C = -1	D = -2	E = /	F = 4	G = -1

compound: Cc1noc(C)c1S(=O)(=O)Nc1cccc2c1O[C@@H](CN(C)Cc1ccc3c(c1)OCO3)[C@@H](C)CN([C@@H](C)CO)C2=O
  A = 55	B = -4	C = -23	D = 1	E = /	F = 25	G = 1

compound: COc1cc2c(c(NC(C)=O)c1)N(C(C)=O)CCC2
  A = -2	B = 0	C = 7	D = /	E = /	F = -2	G = -5

compound: CCOc1cccc(CN2CCC(n3nccc3NC(=O)c3ccc4c(c3)OCO4)CC2)c1
  A = 0	B = 1	C = 5	D = -6	E = 5	F = 8	G = 2

compound: C[C@H]1CN([C@@H](C)CO)C(=O)Cc2cc(NC(=O)C3CCCCC3)ccc2O[C@@H]1CN(C)S(C)(=O)=O
  A = -3	B = -2	C = -5	D = -1	E = /	F = 36	G = /

compound: O=C(C[n+]1ccccc1)N/N=C/c1ccc(F)cc1
  A = 0	B = /	C = -13	D = 112*	E = /	F = /	G = -27

compound: Cc1ccc(CCNC(=O)C2CCCN(S(=O)(=O)c3cccs3)C2)cc1 (configuration not stated)
  A = 0	B = -9	C = 1	D = 0	E = /	F = -20	G = -1

compound: CCCn1c(Nc2ccccc2)nc2ccccc21
  A = /	B = 5	C = /	D = /	E = 5	F = -15	G = /

compound: Cc1ccc(Cn2c(C(C)Nc3nc(-c4ccc(F)cc4)cs3)nc3cc(C(=O)NCCCO)ccc32)cc1 (configuration not stated)
  A = -13	B = -9	C = -11	D = -1	E = 12	F = 8	G = 5

compound: O=C(Nc1ccc(N2CCOCC2)cc1)c1ccc(-c2ccccc2[N+](=O)[O-])o1
  A = 6	B = 23*	C = /	D = 1	E = -3	F = /	G = 2

compound: COc1ccc(NC(C)C(=O)N/N=C/c2ccc([N+](=O)[O-])s2)cc1 (configuration not stated)
  A = -1	B = /	C = -5	D = -3	E = 2	F = /	G = 5

compound: CC(C)(C)C(=O)Nc1sc2c(c1C#N)CCC2
  A = -3	B = /	C = -9	D = -1	E = -8	F = /	G = -1

compound: CCc1nnc(NS(=O)(=O)c2ccc(Nc3ccc4nonc4c3[N+](=O)[O-])cc2)s1
  A = -7	B = /	C = 13	D = 0	E = -3	F = /	G = 5

compound: CC(C)OC(=O)NCCOC(=O)Nc1ccccc1Cl
  A = -2	B = /	C = -8	D = 0	E = -10	F = /	G = -2

compound: Cc1cc(C)nc(OC(=O)c2c(Cl)cc(Cl)cc2Cl)n1
  A = 0	B = /	C = -8	D = 0	E = -6	F = /	G = 3

compound: COc1ccc(Br)cc1CNC(=O)Nc1cccs1
  A = /	B = 1	C = /	D = /	E = 5	F = 36	G = /

compound: Cc1ccc(NC(=O)CN(C)C(=O)c2sc3cc(Cl)ccc3c2Cl)cc1
  A = -3	B = /	C = -7	D = -1	E = -2	F = /	G = -12

compound: Cc1cc(Cl)ccc1NC(=O)COC(=O)c1cc([N+](=O)[O-])ccc1N1CCOCC1
  A = -2	B = -6	C = -9	D = 3	E = -1	F = 24	G = -1

compound: CCOC(=O)CN(C(=O)CSc1nnc(CNc2ccc(C)cc2C)o1)c1ccccc1
  A = -6	B = 7	C = -3	D = -2	E = /	F = 9	G = 1

compound: O=C(NCc1ccc(F)cc1)C(=O)NCC1OCCCN1S(=O)(=O)c1cccs1 (configuration not stated)
  A = -21	B = /	C = 6	D = -4	E = /	F = /	G = 3

Three structures already listed, ordered by SMILES length, largest number first.
Letter code: A = S100A4 inh HTS; B = esBAF inh; C = LGR2 antag; D = SIRT5 block; E = FN deposition inh; F = C2C12 statin; G = Casp6 inh
compound: O=C(NCc1ccc(F)cc1)C(=O)NCC1OCCCN1S(=O)(=O)c1cccs1 (configuration not stated)
  A = -21	B = /	C = 6	D = -4	E = /	F = /	G = 3

compound: CC(C)OC(=O)NCCOC(=O)Nc1ccccc1Cl
  A = -2	B = /	C = -8	D = 0	E = -10	F = /	G = -2

compound: COc1ccc(Br)cc1CNC(=O)Nc1cccs1
  A = /	B = 1	C = /	D = /	E = 5	F = 36	G = /

More entries.
Letter code: A = S100A4 inh HTS; B = esBAF inh; C = LGR2 antag; D = SIRT5 block; E = FN deposition inh; F = C2C12 statin; G = Casp6 inh
compound: CC(=O)Oc1ccc(OC(C)=O)c(SCCCCCCl)c1
  A = -6	B = /	C = 18	D = -1	E = 6	F = /	G = 3

compound: O=C(N[C@@H]1CC[C@H](CCn2cc(-c3ccccn3)nn2)O[C@@H]1CO)c1ccncc1
  A = -1&-3	B = -5	C = -23&5	D = -1&-4	E = 4&3	F = -2	G = -1&-6

compound: O=C(COC(=O)c1cc(=O)[nH]c2ccccc12)Nc1ccc(F)cc1
  A = 0	B = -7	C = -10	D = -3	E = 0	F = -3	G = 1

compound: COC(=O)c1scc(C)c1NC(=O)C(Cl)c1ccccc1 (configuration not stated)
  A = -5	B = /	C = -1	D = -2	E = 3	F = /	G = -2

compound: Cc1nc2sc(C(c3cccs3)N3CCN(Cc4ccccc4)CC3)c(O)n2n1 (configuration not stated)
  A = 4	B = -7	C = -20	D = 0	E = -3	F = 3	G = 3

compound: Cc1c(/C=N\NC(=O)c2ccc([N+](=O)[O-])cc2)cnn1C
  A = -4	B = /	C = 4	D = 2	E = 9	F = /	G = -2

compound: CCOc1ccccc1C(=O)N/N=C/c1coc2ccc(Cl)cc2c1=O
  A = 9	B = -10	C = 6	D = -2	E = /	F = 0	G = 0

compound: COc1cc(C(=O)NCC(=O)OCn2nnc3ccccc3c2=O)cc(OC)c1OC
  A = -3	B = /	C = 12	D = 1	E = -17	F = /	G = /

compound: O=C(CSc1ncn[nH]1)N1N=C2/C(=C/c3ccccc3)CCCC2C1c1ccccc1 (configuration not stated)
  A = 1	B = /	C = -2	D = -1	E = 1	F = /	G = -1

compound: CCNC(=S)N(CCc1c(C)[nH]c2ccc(OC)cc12)Cc1cccnc1
  A = -1	B = -5	C = -9	D = -9	E = 3	F = -8	G = -13

compound: Cc1ccc(OCc2ccc(C#N)cc2)c(C(=O)c2cc(C#N)c(=O)n(C3CC3)c2)c1
  A = 2	B = /	C = -15	D = -1	E = 0	F = /	G = -1

compound: COc1ccc(S(=O)(=O)N(C)C[C@@H]2Oc3ccc(NC(=O)Cc4cn(C)c5ccccc45)cc3CC(=O)N([C@@H](C)CO)C[C@@H]2C)cc1
  A = -26	B = -1	C = 11	D = 2	E = /	F = -19	G = -2

compound: O=C(NCCN1C(=O)C2C3C=CC(C3)C2C1=O)Nc1ccccc1O (configuration not stated)
  A = 1	B = 22	C = 13	D = /	E = -12	F = -4	G = 1

compound: C[C@H](O)C#Cc1ccc([C@H]2[C@H]3CN(CC4CC4)CCCCN3[C@H]2CO)cc1
  A = -9	B = -1	C = 7	D = 16*	E = -10	F = 9	G = 5

compound: Cc1csc(C(=O)O)c1NC(=O)c1cccc([N+](=O)[O-])c1
  A = 2	B = /	C = 1	D = 0	E = /	F = /	G = -1

compound: C[C@@H]1CN([C@@H](C)CO)C(=O)c2cc(C#CC3(O)CCCC3)cnc2O[C@@H]1CN(C)Cc1ccccn1
  A = -1	B = 0	C = 14	D = -2	E = /	F = 10	G = 0

compound: COc1ccc(C(O)(CCC(C)C)C(CN2CCOCC2)c2ccc(Cl)cc2)cc1 (configuration not stated)
  A = -2	B = -19	C = 8	D = 1	E = -9	F = 19	G = -2

compound: COc1ccccc1C#Cc1ccc2c(=O)c3ccccc3n(C)c2c1
  A = -14	B = /	C = 1	D = /	E = 4	F = /	G = 4

compound: O=C(C[C@H]1C=C[C@@H](NC(=O)Nc2cc(F)ccc2F)[C@H](CO)O1)NCc1ccncn1
  A = -9	B = 1	C = 0	D = -4	E = 6	F = -11	G = 2

compound: CN(C)C(=O)c1cccc(-c2ccc([C@@H]3[C@@H](CO)N4C(=O)CN(C(=O)Cc5ccccc5)C[C@H]34)cc2)c1
  A = 12	B = /	C = 5	D = -3	E = /	F = /	G = 0
